# Compound activity: PubChem, several laboratories
# IMP-1 inhibitor = inhibitors of Pseudomonas aeruginosa IMP-1 metallo-beta-lactamase | inhibition, % at 5.6 µM | AID 1556 | 290,000 tested, 0.45% active | purified IMP-1, nitrocefin hydrolysis, epi-absorbance fluorescence;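 active means inhibition above the mean plus 3 SD of all compounds in the same screening run, cut at about 4.5% in these data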;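 further: 0% = IMP-1 with DMSO and 100% = DMSO wells lacking enzyme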
#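 System: purified recombinant IMP-1 beta-lactamase. Medium: Zinc- and detergent-supplemented HEPES buffer, pH 7.1. Compound: one 5.6 µM dose […]. Schedule: 15 min preincubation plus 25 min reaction at 25 °C. Technique: Epi-absorbance fluorescence, 480 nm excitation, 530 nm emission.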
# GalR3 antagonist = blocks the human galanin receptor 3; 360,000 tested, 0.44% active; AID 651719; inhibition, % at 3 µM; O60755; HEK293 GalR3-CNG cAMP membrane potential fluorescence; galR3 body fused to GalR1 C-terminus;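 active means inhibition above the screen-wide average plus 3 SD, cut at about 13% in these data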;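 further: forskolin and galanin both at EC90 stimulate the cells; cAMP rise reported by CNG channel membrane potential dye signal; 0% = forskolin plus galanin with DMSO and 100% = forskolin alone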
# pCIP destab = lowers stability of the mouse p/CIP coactivator protein; Q05BA5; F442A p/CIP-EGFP cells, EGFP fluorescence, 16 h; decrease of EGFP signal, % at 10 µM; 290,000 tested, 0.01% active; AID 1984;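 active means EGFP signal decrease of at least 30% at 10 µM or well 3 SD below plate mean, unless failing retest; inactive means the rest, including hits failing retest or dose response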; further: some compounds called inactive have numbers as strong as hits; many of its hits are not listed in these tables
# CRFBP-R2 block = CRF-BP/CRF-R2 complex antagonism | inhibition, % at 11.8 µM | HEK293 CRF-R2/CRF-BP, CRF-induced calcium fluorescence | 350,000 tested, 0.59% active;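 active means inhibition of the ligand-induced calcium signal above about 50% at the single tested concentration, limit read from the data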
# VIM-2 inhibitor = inhibitors of Pseudomonas aeruginosa VIM-2 metallo-beta-lactamase. 290,000 tested, 0.89% active. purified VIM-2, nitrocefin hydrolysis, epi-absorbance fluorescence. AID 1527. inhibition, % at 5.6 µM;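 active means inhibition above the mean of all tested compounds plus 3 SD, cutoff set per screening run, cut at about 7.5% in these data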;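 further: red hydrolysis product quenches plate fluorescence so inhibitors raise well fluorescence; 0% = enzyme with DMSO and 100% = DMSO without enzyme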
# HCV NS3 hel inh = HCV NS3 helicase inhibition | NS3 helicase DNA unwinding, Cy5 molecular beacon fluorescence | inhibition, % at 10.9 µM | 290,000 tested, 0.56% active | AID 1800;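 active means inhibition above the mean of all tested compounds plus 3 SD, set per campaign, cut at about 35% in these data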;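 further: 0% = DMSO wells and 100% = thioflavine S control wells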
#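 Compound dosing – single dose, 10.9 µM nominal final, DMSO 0.8% final · System – NS3 helicase fragment of HCV · Buffer or medium – MOPS pH 6.5, MgCl2, DTT, Tween20, BSA · Signal – Cy5 beacon fluorescence read at start and 1 h · Also added – annealed dual-labelled DNA beacon duplex, ATP-started · Schedule – 1 h at 25 °C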
# IDE act = activators of human insulin-degrading enzyme in cells; 340,000 tested, 0.073% active; HEK cells, FAbeta-B cleavage, fluorescence polarization; 0% vehicle, 100% cell-free pure enzyme wells; P14735; activation, % at 5.96 µM;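 active means activation above the mean of all tested compounds plus 3 SD, set per screening campaign, cut at about 17% in these data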
# IDE cell inh = cellular human IDE inhibition | inhibition, % at 5.59 µM | HEK cells, FAbetaB cleavage, fluorescence polarization | P14735 | 320,000 tested, 0.41% active;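 active means percent inhibition above the average of all tested compounds plus 3 SD, set per screening campaign, cut at about 16% in these data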;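 further: IDE supplied by intact live HEK cells; FP after avidin binding of uncleaved biotin substrate so inhibition keeps polarization high; 0% = DMSO wells and 100% = 60 µM reference IDE inhibitor Ii1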
# SUMO HTRF inh = blocks human SUMOylation mediated by UBC9; HTRF SUMOylation assay, SAE1/SAE2 + UBC9, in vitro; 290,000 tested, 0.36% active; inhibition, % at 35 µM; in the data active means inhibition above about 50%, passing the limit was not always enough; further: strong numbers were not always called active
# * = called active by the depositor; . = no result given; & = joins results of further samples. A portion of the library; the hit share may differ from the screen's.
SMILES,IMP-1 inhibitor,GalR3 antagonist,pCIP destab,CRFBP-R2 block,VIM-2 inhibitor,HCV NS3 hel inh,IDE act,IDE cell inh,SUMO HTRF inh
COCCN1Cc2cc(=O)n3c([nH]c4ccccc43)c2C1=N,-2.2,-2.0,-2.1,19.9,3.1,-34.1,-6.0,-3.1,3.5
Cc1ccc2c(c1)C1CN(C)CCC1N2C(=O)c1cccnc1Cl (configuration not stated),-1.6,-2.3,2.8,1.4,-0.9,-3.2,1.5,3.8,-14.5
COC(=O)C1=C(c2ccc(-c3ccccc3)c(F)c2)C[C@@H]2CC[C@H]1N2C(=O)NCc1ccc(F)cc1,.,-5.6,.,5.1,.,.,5.6,0.5,.
COc1ccc(CN2CCCC(C(=O)c3ccccc3SC)C2)cc1O (configuration not stated),-2.5,-6.6,-23.5,-3.1,-3.0,-3.0,5.0,4.6,-7.6
COc1ccc(CCn2c(O)c(C=NCCCN(C)C)c(=O)[nH]c2=O)cc1OC,-2.1,-4.5,-4.7,-0.9,-0.1,-3.9,-4.1,-4.4,-0.3
CCCCCC[N+](=O)[O-],.,0.6,.,12.0,.,.,4.3,2.5,.
COC(=O)C1=C(c2ccccc2OCc2ccccc2)C[C@@H]2CC[C@H]1N2C(=O)NCc1ccc([N+](=O)[O-])cc1,.,-9.2,.,-3.8,.,.,5.0,-1.7,.
O=C1C2CCN(CC2)C1Cc1ccc(OCCOc2ccccc2)cc1 (configuration not stated),3.3,1.3,4.0,-12.1,-2.4,-9.9,6.0,1.3,-23.0
O=C(Nc1ccccc1)c1cccn(Cc2ccccc2)c1=O,-2.5,-8.2,4.7,1.1,-2.8,0.5,-3.1,-0.5,14.7
CCCC[N+]1(C)C2CC(OC(=O)C(CO)c3ccccc3)CC1C1OC12 (configuration not stated),.,-0.5,-1.9,6.0,.,.,1.2,-4.2,0.9
COc1ccc(C(=O)C2CN(C)CC2C(=O)c2ccc(OC)cc2)cc1 (configuration not stated),-1.1,2.3,-12.7,8.3,1.0,-6.4,0.8,10.3,15.7
CCC(COC(=O)NC)NC(=O)Oc1ccccc1 (configuration not stated),-2.1,-4.3,-9.0,0.1,-3.5,3.1,5.8,-0.7,-8.6
CN(C)CCN(CC1CCCN(Cc2ccccc2F)C1)C(=O)Cc1c(F)cccc1F (configuration not stated),-2.9,-11.0,-11.8,-2.1,-3.8,-2.5,3.7,2.0,2.5
CC(C)N1C(=O)CC2(CC[N+](C)(CCOC(=O)C(O)(c3ccccc3)c3ccccc3)CC2)C1=O (configuration not stated),2.8,-0.5,-3.4,0.8,1.6,-9.1,8.2,2.6,-9.2
C#CCN(C)C(C)Cc1ccccc1 (configuration not stated),-3.9,.,-13.1,-9.2,-4.1,0.3,-3.5,5.9,-18.6
CC1CN=C(NCc2ccccc2)S1 (configuration not stated),-2.8,-4.2,-11.9,-12.8,-2.4,7.4,3.5,3.0,17.9
CN1CC[C@]23c4c5ccc(OC6OC(C(=O)O)[C@@H](O)C(O)[C@H]6O)c4OC2C(O)C=CC3[C@H]1C5 (some centres not stated),.,-0.6,.,-7.4,.,.,-1.7,6.5,.
COc1ccc(-n2c(=O)[nH]c3ccccc3c2=O)c(OC)c1,-2.0,0.0,5.3,-2.8,-4.2,1.9,-1.6,0.8,-1.7
CC1CC2(O)c3nonc3CCC2N1O (configuration not stated),-0.7,0.1,2.3,1.7,-0.3,-6.9,7.6,2.6,20.2
CC(=O)N1CCN(Cc2ccc(Cl)nc2)CC1,-1.9,-11.1,0.8,4.0,-3.1,10.4,-0.1,1.8,15.8
O=C(O)C(Cc1cnc[nH]1)NS(=O)(=O)c1ccc(Br)cc1 (configuration not stated),-0.9,-8.5,-12.1,-8.6,0.2,-4.0,3.8,-0.3,-2.6
N#Cc1ccc(NC(=O)CN2C(=O)NC3(CCCCCCC3)C2=O)cc1Cl,.,3.8,.,-11.2,.,.,9.1,-0.1,.
O=C(NC(=S)N1C[C@H]2C[C@H](C1)c1cccc(=O)n1C2)c1ccc(Cl)cc1Cl,-1.9,-5.5,4.7,0.1,0.6,5.5,5.9,0.9,-3.3
Cc1ccc2c(c1)C1CN(C)CCC1N2C(=O)c1ccco1 (configuration not stated),-3.0,-6.9,0.3,3.9,-3.0,5.7,-2.3,-1.4,22.3
COc1ccc2c(c1)c(C(=O)CN1CCN(C)CC1)c(C)n2Cc1ccccc1,0.9,-5.6,5.4,12.4,3.8,-77.9,3.1,-5.8,-8.7

# Whole records, quoted from the list. Screens in order: IMP-1 inhibitor | GalR3 antagonist | pCIP destab | CRFBP-R2 block | VIM-2 inhibitor | HCV NS3 hel inh | IDE act | IDE cell inh | SUMO HTRF inh
# Cc1ccc2c(c1)C1CN(C)CCC1N2C(=O)c1ccco1 (configuration not stated) reads -3.0 | -6.9 | 0.3 | 3.9 | -3.0 | 5.7 | -2.3 | -1.4 | 22.3
# Cc1ccc2c(c1)C1CN(C)CCC1N2C(=O)c1cccnc1Cl (configuration not stated) reads -1.6 | -2.3 | 2.8 | 1.4 | -0.9 | -3.2 | 1.5 | 3.8 | -14.5
# CC(C)N1C(=O)CC2(CC[N+](C)(CCOC(=O)C(O)(c3ccccc3)c3ccccc3)CC2)C1=O (configuration not stated) reads 2.8 | -0.5 | -3.4 | 0.8 | 1.6 | -9.1 | 8.2 | 2.6 | -9.2

# 2 of the compounds above, with each value named:
CC(=O)N1CCN(Cc2ccc(Cl)nc2)CC1
  IMP-1 inhibitor = -1.9; GalR3 antagonist = -11.1; pCIP destab = 0.8; CRFBP-R2 block = 4.0; VIM-2 inhibitor = -3.1; HCV NS3 hel inh = 10.4; IDE act = -0.1; IDE cell inh = 1.8; SUMO HTRF inh = 15.8
COc1ccc2c(c1)c(C(=O)CN1CCN(C)CC1)c(C)n2Cc1ccccc1
  IMP-1 inhibitor = 0.9; GalR3 antagonist = -5.6; pCIP destab = 5.4; CRFBP-R2 block = 12.4; VIM-2 inhibitor = 3.8; HCV NS3 hel inh = -77.9; IDE act = 3.1; IDE cell inh = -5.8; SUMO HTRF inh = -8.7

# The listing continues:
SMILES,IMP-1 inhibitor,GalR3 antagonist,pCIP destab,CRFBP-R2 block,VIM-2 inhibitor,HCV NS3 hel inh,IDE act,IDE cell inh,SUMO HTRF inh
Cc1ccc(C(=O)n2cc(CCN3CCS(=O)(=O)CC3)c3ccccc32)cc1,-2.0,-0.5,-0.4,1.1,-3.8,-10.2,2.5,-0.6,-7.5
CC(C)Oc1cccc(C(=O)C2CCCN(Cc3ccon3)C2)c1 (configuration not stated),-1.3,5.1,-3.1,-15.5,-2.9,5.0,2.6,-2.2,4.8
CCC(=NCc1cc(OC)cc(OC)c1)c1c(O)n(C2CCCCC2)c(=O)[nH]c1=O,-1.9,-6.7,-4.5,-15.0,-1.0,3.0,0.1,1.3,-23.3
CCCCn1c(O)c(C=NC2CCCCC2N)c(=O)[nH]c1=O (configuration not stated),-6.9,-4.9,4.7,-3.2,-3.7,-1.4,0.1,-2.1,5.4
Cc1ccc(CC(=O)N2CCN(Cc3ccccc3)CC2)cc1,-1.7,-1.3,-7.6,1.3,-0.8,-6.5,-2.5,4.9,4.4
COC(=O)C1=CCCN(C)C1,-1.3,3.9,-12.3,2.1,3.0,-3.1,8.5,2.8,7.2
CCCC(C)C1(CC)C(=O)NC(=Nc2ccc(OC)cc2)NC1=O (configuration not stated),-2.4,-3.9,2.4,-3.9,-2.6,6.9,5.7,1.1,28.2
O=[N+]([O-])c1ccc(NCCCN2CCOCC2)nc1,-3.2,-9.9,-3.9,2.5,1.7,6.0,7.5,3.4,16.4
CN(C)C(=O)NC(O)C(Cl)(Cl)Cl (configuration not stated),-6.9,1.4,-2.1,13.4,-2.7,1.8,-2.7,1.8,6.8
CN1CCN(c2ccc([N+](=O)[O-])c(SCCO)c2)CC1,-0.5,-4.7,-21.4,-5.5,-2.5,-8.6,-0.9,3.1,23.5
COC(=O)C1=C(c2ccc3ccccc3c2)C[C@@H]2CC[C@H]1N2C(=O)NCc1ccc(C(F)(F)F)cc1,.,-9.4,.,-5.5,.,.,1.9,0.1,.
CN1C(=O)N(C)C(=O)C2(Cc3cc(NC(=O)c4ccccc4Cl)ccc3N3CCCC32)C1=O (configuration not stated),0.5,4.4,-0.4,1.9,-1.7,-3.8,-1.9,2.9,6.9
CN(C)C(=O)Oc1cc(OC(=O)N(C)C)cc(C(O)CNC(C)(C)C)c1 (configuration not stated),.,-4.0&-5.1,.,-13.4&-11.1,.,.,3.0&-0.2,4.4&7.8,.
CCN1CCN(c2ccc([N+](=O)[O-])cc2C(=O)OC)CC1,-1.9,0.9,-10.8,-1.4,-1.1,2.7,.,7.1,-9.1
Cc1cccnc1-n1c(-c2ccccc2)nc2ccccc2c1=O,-1.7,-6.3,-6.1,6.3,-4.9,5.4,1.5,6.4,-15.1
CNC(=O)OCc1n(C)cc[n+]1C,0.6,1.3,-5.7,-3.5,0.3,4.6,-0.7,-2.6,5.2
COc1ccccc1N1CCN(CCc2ccccc2)CC1,-3.2,-2.8,-3.4,7.3,-1.8,-8.7,0.8,3.0,10.9
Cc1nc2ccccc2c(=O)n1-c1ccc(Cl)c(Cl)c1,-1.9,-3.0,30.9,-7.5,0.6,-10.7,3.4,-6.2,2.1
CN1CC(C(=O)c2ccc(F)cc2)C(c2c(F)cccc2Cl)C1 (configuration not stated),0.8,-8.9,-11.6,-3.2,0.7,-2.3,0.0,2.8,5.8
c1nc2nc3c(c(N4CCNCC4)n2n1)CCCC3,-3.5,.,1.9,2.4,0.3,7.5,.,-3.1,5.9
Cc1cccc(Cn2cc(C=O)c3ccccc32)c1,-3.7,-13.9,-11.5,-4.6,-3.2,6.2,-1.0,0.1,-11.7
O=[N+]([O-])c1ccc(CNCCc2ccccc2)cc1,-1.6,-2.0,8.2,-7.4,0.2,-5.7,-3.7,-1.5,-4.6
OCCNc1c2c(nc3ccccc13)CCCC2,-1.8,-3.5,-7.9,0.5,-2.9,2.6,-2.9,1.3,13.6
CCCCOc1ccc(CN2CCN(CC)CC2)cc1,-1.0,-1.6,2.1,2.2,0.7,10.7,-1.0,8.7,13.4
COc1cc(CN=C(C)c2c(O)n(C3CCCCC3)c(=O)[nH]c2=O)cc(OC)c1,-2.4,-4.8,3.7,-4.3,-0.2,-6.8,3.3,1.6,-1.8
CC(=O)Nc1ccc(S(=O)(=O)NC(CC(=O)N2CCC3(CC2)OCCO3)C(C)C)cc1 (configuration not stated),-3.4,-3.3,-1.4,-1.1,-5.0,4.3,-0.4,-1.1,-16.3
COC(=O)C1=C(c2ccc3ccccc3c2)C[C@@H]2CC[C@H]1N2C(=O)NC1CC1,.,-6.3,.,1.4,.,.,-3.8,7.0,.
Cc1cccc(-n2c(O)c(C=Nc3ccc(S(N)(=O)=O)cc3)c(=O)[nH]c2=O)c1,-1.4,-2.3,-88.2,-6.0,-5.5,11.8,-2.5,2.3,5.7
CN(C(=O)Oc1ccc([N+](=O)[O-])cc1)c1ccccc1,-4.0,7.6,-6.6,21.1,-1.2,-5.6,5.9,6.8,16.0
O=C(c1ccc(F)cc1)N1CCC2(CC1)OCCO2,0.7,-4.6,-3.6,1.1,0.5,4.3,2.5,-0.9,7.7
